CRFR2-BP antag: blocks CRF-induced signaling of the CRF-BP/CRF-R2 complex; HEK293 CRF-R2/CRF-BP, CRF-induced calcium fluorescence; inhibition, % at 11.8 µM; 0.59% of 350,000 active; AID 588475;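 active means inhibition of the ligand-induced calcium signal above about 50% at the single tested concentration, limit read from the data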
pCIP destab: lowers stability of the mouse p/CIP coactivator protein; 0.01% of 290,000 active; Q05BA5; decrease of EGFP signal, % at 10 µM; F442A p/CIP-EGFP cells, EGFP fluorescence, 16 h; AID 1984;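 active means EGFP signal decrease of at least 30% at 10 µM or well 3 SD below plate mean, unless failing retest; inactive means the rest, including hits failing retest or dose response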; further: some compounds called inactive have numbers as strong as hits; many of its hits are not listed in these tables
NS3 helicase inh: inhibitors of Hepatitis C virus NS3 helicase. NS3 helicase DNA unwinding, Cy5 molecular beacon fluorescence. inhibition, % at 10.9 µM. 0.56% of 290,000 active;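 active means inhibition above the mean of all tested compounds plus 3 SD, set per campaign, cut at about 35% in these data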;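 further: 0% = DMSO wells and 100% = thioflavine S control wells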
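System: NS3 helicase fragment of HCV / Schedule: 1 h at 25 °C / Control set: DMSO alone as 0% and 110 µM thioflavine S as 100% / Reagent: Cy5/quencher beacon DNA duplex and ATP to start / Technique: Cy5 fluorescence / Replication: singlicate / Evaluation: % inhibition of end-to-start signal ratio versus controls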
IMP-1 inh: inhibitors of Pseudomonas aeruginosa IMP-1 metallo-beta-lactamase; purified IMP-1, nitrocefin hydrolysis, epi-absorbance fluorescence; inhibition, % at 5.6 µM; 0.45% of 290,000 active; AID 1556;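 active means inhibition above the mean plus 3 SD of all compounds in the same screening run, cut at about 4.5% in these data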;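 further: 0% = IMP-1 with DMSO and 100% = DMSO wells lacking enzyme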
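assay system = purified recombinant IMP-1 metallo-beta-lactamase enzyme | schedule = 15 min preincubation plus 25 min reaction at 25 °C | signal = Epi-absorbance fluorescence, 480 nm excitation, 530 nm emission | read-out basis = percent inhibition from optical density relative to buffer-blank wells | controls = IMP-1 with DMSO as 0%, enzyme-free DMSO as 100%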
IDE cell activ: boosts human insulin-degrading enzyme activity in HEK cells; P14735; FAbeta-B cleavage, fluorescence polarization; 0% vehicle, 100% cell-free pure enzyme wells; activation, % at 5.96 µM; 0.073% of 340,000 active;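 active means activation above the mean of all tested compounds plus 3 SD, set per screening campaign, cut at about 17% in these data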
Target sequence (P14735 whole entry, looked up): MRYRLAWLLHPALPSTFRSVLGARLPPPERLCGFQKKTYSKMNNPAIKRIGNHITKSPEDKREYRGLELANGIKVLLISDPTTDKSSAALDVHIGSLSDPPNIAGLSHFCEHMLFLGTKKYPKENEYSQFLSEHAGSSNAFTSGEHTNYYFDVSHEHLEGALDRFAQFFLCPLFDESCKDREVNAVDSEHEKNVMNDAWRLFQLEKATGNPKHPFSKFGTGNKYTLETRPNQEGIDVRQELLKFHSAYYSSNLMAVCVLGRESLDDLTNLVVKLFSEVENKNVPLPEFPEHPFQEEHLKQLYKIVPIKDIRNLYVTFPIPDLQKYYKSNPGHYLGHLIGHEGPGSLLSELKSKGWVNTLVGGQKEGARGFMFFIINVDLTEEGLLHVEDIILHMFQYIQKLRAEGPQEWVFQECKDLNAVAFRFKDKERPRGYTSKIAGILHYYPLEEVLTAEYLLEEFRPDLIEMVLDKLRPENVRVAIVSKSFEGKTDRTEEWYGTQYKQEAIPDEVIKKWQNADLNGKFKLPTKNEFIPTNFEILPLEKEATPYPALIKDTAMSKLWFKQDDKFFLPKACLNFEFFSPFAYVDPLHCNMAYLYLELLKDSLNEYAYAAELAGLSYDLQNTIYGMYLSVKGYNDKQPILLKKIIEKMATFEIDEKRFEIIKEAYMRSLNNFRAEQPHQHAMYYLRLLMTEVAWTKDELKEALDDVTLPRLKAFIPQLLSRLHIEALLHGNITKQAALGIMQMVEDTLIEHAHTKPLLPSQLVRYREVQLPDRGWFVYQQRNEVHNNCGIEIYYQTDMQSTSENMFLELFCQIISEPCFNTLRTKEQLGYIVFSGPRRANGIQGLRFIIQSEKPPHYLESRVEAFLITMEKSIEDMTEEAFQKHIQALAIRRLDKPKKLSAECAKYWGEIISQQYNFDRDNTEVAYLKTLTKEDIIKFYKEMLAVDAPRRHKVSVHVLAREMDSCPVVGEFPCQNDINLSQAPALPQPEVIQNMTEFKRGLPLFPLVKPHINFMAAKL
VIM-2 inhibitor: blocks Pseudomonas aeruginosa VIM-2 metallo-beta-lactamase | purified VIM-2, nitrocefin hydrolysis, epi-absorbance fluorescence | inhibition, % at 5.6 µM | 0.89% of 290,000 active | AID 1527;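 active means inhibition above the mean of all tested compounds plus 3 SD, cutoff set per screening run, cut at about 7.5% in these data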;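 further: red hydrolysis product quenches plate fluorescence so inhibitors raise well fluorescence; 0% = enzyme with DMSO and 100% = DMSO without enzyme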
SUMO HTRF inh: blocks human SUMOylation mediated by UBC9 | P63279 | HTRF SUMOylation assay, SAE1/SAE2 + UBC9, in vitro | inhibition, % at 35 µM | 0.36% of 290,000 active; in the data active means inhibition above about 50%, passing the limit was not always enough; further: strong numbers were not always called active
GalR3 antag: blocks the human galanin receptor 3 | O60755 | HEK293 GalR3-CNG cAMP membrane potential fluorescence; galR3 body fused to GalR1 C-terminus | inhibition, % at 3 µM | 0.44% of 360,000 active | AID 651719;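 active means inhibition above the screen-wide average plus 3 SD, cut at about 13% in these data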;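 further: forskolin and galanin both at EC90 stimulate the cells; cAMP rise reported by CNG channel membrane potential dye signal; 0% = forskolin plus galanin with DMSO and 100% = forskolin alone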
IDE cell inh: inhibitors of human insulin-degrading enzyme in cells; P14735; HEK cells, FAbetaB cleavage, fluorescence polarization; inhibition, % at 5.59 µM; 0.41% of 320,000 active; AID 434962;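 active means percent inhibition above the average of all tested compounds plus 3 SD, set per screening campaign, cut at about 16% in these data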;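 further: IDE supplied by intact live HEK cells; FP after avidin binding of uncleaved biotin substrate so inhibition keeps polarization high; 0% = DMSO wells and 100% = 60 µM reference IDE inhibitor Ii1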
* hit, by the source's call; / = not tested or not shown. Hits appear at their usual frequency, and some 3.2% of all compounds hit somewhere here.

SMILES | CRFR2-BP antag | pCIP destab | NS3 helicase inh | IMP-1 inh | IDE cell activ | VIM-2 inhibitor | SUMO HTRF inh | GalR3 antag | IDE cell inh
COc1cc(C(=O)Nc2nnc(Cc3ccccc3)s2)cc(OC)c1OC | -36 | 7 | -20 | -2.7 | 5 | -2.6 | -9 | -10 | /
CC(=O)N1c2ccc(S(=O)(=O)N3CCCC3)cc2CC1C(=O)NCc1ccc(OC(C)C)cc1 (stereo not drawn) | 1 | 1 | 4 | -2.6 | 5 | -2.2 | 7 | -8 | 2
CC1CCCCN1CC(=O)Nc1ccc2c(c1)OC(F)(F)O2 (stereo not drawn) | 0 | -8 | 6 | -1.1 | 3 | -1.5 | 5 | -2 | -3
O=C(Cn1nc(C(F)(F)F)c2c1CCCCC2)N1CCOCC1 | -5 | -11 | 4 | -1.6 | 1 | -1.5 | 7 | 2 | 4
COc1ccc(-c2nn(CCC(=O)O)cc2/C=C2\SC(N)=NC2=O)cc1OC | -1 | 5 | 3 | -2.2 | -1 | -2.3 | 16 | 11 | -3
O=S(=O)(c1cccc(-c2n[nH]c(=S)n2-c2ccc(OC(F)(F)F)cc2)c1)N1CCOCC1 | 3 | / | / | / | -4 | / | / | 1 | -2
CCOC(=O)c1cn(Cc2ccccc2)c2cc(C)nn2c1=O | 7 | 0 | 0 | -1.2 | 7 | 3.8 | 16 | -5 | -4
CN(CC(=O)Nc1ccccc1C(F)(F)F)C(=O)c1ccc2c(=O)n3c(nc2c1)CCC3 | 8 | / | / | / | 0 | / | / | -5 | -3
CCN(CC)Cc1nc2c(c(=O)[nH]1)C(CC)(CC)Cc1ccccc1-2 | -14 | 6 | -22 | -1.3 | 2 | -1.3 | 7 | -9 | -7
CCCC1(c2ccccc2)NC(=O)N(CC(=O)NCC2COc3ccccc3O2)C1=O (stereo not drawn) | 7 | / | / | / | 1 | / | / | -4 | 3
O=C(C1CCCN1C(=O)c1cccs1)N1CCc2ccccc21 (stereo not drawn) | -16 | 1 | 0 | -3.4 | -9 | 0.9 | 30 | -4 | 4
Cc1cc(C)c(C)c(C(=O)CSc2nnc(-c3ccc4[nH]c(C)c(C)c4c3)o2)c1C | 4 | -8 | 0 | 0.4 | 0 | -4.4 | -2 | -4 | 1
CCCCC1=NN2C(=N)CC(=O)N=C2S1 | -1 | -2 | 17 | -3.1 | -4 | -4.1 | -19 | -5 | -7
O/N=C/c1ccc(-c2ccccc2OC(F)(F)F)o1 | -4 | -12 | -11 | -0.8 | 1 | 0.6 | 6 | -5 | 0
NS(=O)(=O)c1ccc(CCNC(=O)CN2CCC(Cc3ccccc3)CC2)cc1 | 12 | -51 | -8 | -1.6 | -2 | -1.9 | -7 | 15* | -1
CCn1c(COc2ccc(C)cc2)nnc1SCC(=O)NNC(=O)c1ccc(OC)cc1 | 2 | 4 | -2 | -1.5 | 1 | -1.9 | 4 | -2 | 6
NNC(=O)c1ccc(CSc2nc3ccccc3s2)cc1 | -37 | -4 | 2 | -3.8 | 0 | -2.7 | 0 | -4 | 2
CCCCn1c(N)c(N(CC(C)C)C(=O)C2CC(=O)N(CCc3ccccc3)C2)c(=O)[nH]c1=O (stereo not drawn) | 5 | -3 | -6 | -2.6 | 2 | -2.2 | 3 | 1 | 5
Cc1c(C#N)c2ccccc2n1CC(=O)NC(C)c1ccccc1 (stereo not drawn) | -3 | -8 | 7 | 0.4 | 5 | -1.1 | 8 | 0 | 1
COc1ccc(CNCCc2ccc(Cl)cc2)cc1OCc1ccccc1 | -38 | 0 | -73 | -0.6 | -1 | -1.2 | -12 | / | 10
CC(C)CNc1c(N)n(CC(C)C)c(=O)[nH]c1=O | -11 | -1 | 7 | -4.7 | 6 | -2.2 | 2 | -2 | /
C/C(CCc1ccc2c(c1)OCO2)=N\N=C1\NC(=O)CC(C(=O)Nc2ccccc2)S1 (stereo not drawn) | -11 | -3 | 5 | -3.5 | -1 | -3.6 | 16 | -5 | -2
CCOC(=O)c1ccc(Nc2nc(C)nc3c2nnn3Cc2ccccc2)cc1 | -29 | -2 | -6 | -3.7 | -4 | -1.9 | 27 | -2 | 2
Cc1ccc(NC(=O)CCC(=O)N2CCC(C)CC2)c([N+](=O)[O-])c1 | 6 | -12 | -3 | -1.0 | 1 | -2.3 | 9 | 3 | -3
Cc1ccc(C(=O)NC2(O)C(=O)c3ccccc3C2=O)cc1C | -6 | -3 | -1 | -3.2 | 0 | -3.0 | / | -6 | 8
Going on with the list.
SMILES | CRFR2-BP antag | pCIP destab | NS3 helicase inh | IMP-1 inh | IDE cell activ | VIM-2 inhibitor | SUMO HTRF inh | GalR3 antag | IDE cell inh
COc1ccc(C2/C=C\CN(C(=O)NC34CC5CC(CC(C5)C3)C4)CC(=O)N2Cc2ccc(F)cc2)cc1 (stereo not drawn) | -1 | -13 | / | / | 2 | / | -7 | -7 | 3
CCn1c(=N)n(CC(=O)c2ccco2)c2ccccc21 | -7 | 3 | -6 | -2.8 | 5 | -1.2 | 5 | -2 | 5
CC(C)(C)N(CC#CCC(O)(c1ccccc1)C1CCCC1)CCO (stereo not drawn) | -10 | -15 | -1 | -1.0 | 1 | -0.7 | 10 | -5 | 5
Cc1cccc(OCCCC(=O)Nc2nnc(C3CCCO3)s2)c1C (stereo not drawn) | -29 | -12 | -6 | -2.4 | -5 | -1.9 | 6 | -1 | 15
N=c1oc2ccc([N+](=O)[O-])cc2cc1C(=O)NCc1ccccc1 | -11 | -6 | 19 | -2.5 | 2 | -1.1 | 6 | -10 | -1
Cc1nnc(SCC(=O)NC23CC4CC(CC(C4)C2)C3)s1 | 12 | 10 | 7 | -2.7 | -1 | -2.0 | -2 | -1 | -3
CC(=O)Nc1cc(C(=O)N(C)Cc2ccco2)ccc1Sc1ccc(Cl)cc1 | -4 | 5 | 4 | -3.0 | 5 | -1.1 | -2 | -2 | -1
Cc1cc(C)c(S(C)(=O)=O)c(=O)[nH]1 | 8 | -21 | 4 | -3.0 | 2 | -1.9 | -4 | 2 | 2
Oc1ccc(C(=S)N2CCN(c3cccc(Cl)c3)CC2)cc1 | -10 | -7 | 1 | -2.0 | 3 | -3.1 | -23 | 3 | -2
COc1cccc(OC)c1C(=O)NC(=O)Nc1c(F)c(F)c(F)c(F)c1F | 3 | 1 | -6 | -1.2 | 1 | -0.6 | 10 | -4 | 2
O=C(NCc1cccc(Cl)c1)c1ccc2nc[nH]c2c1 | 31 | 5 | 0 | -1.4 | 0 | 1.2 | 10 | -5 | 2
CCOC(=O)CSC1=C(C#N)C(=O)NC2(CCCCC2)S1 | -6 | 3 | -8 | -4.8 | 1 | -0.4 | -1 | -5 | 1
COc1cc(NC(=O)c2ccc(Br)o2)ccc1NC(=O)c1ccccc1Cl | 22 | 3 | -13 | -1.2 | -4 | -0.6 | -10 | -2 | -2
O=C(O)CCc1ccc(-c2ccc(Cl)cc2)n1CC(=O)Nc1ccccc1 | 6 | -8 | 2 | -1.0 | -1 | 0.1 | 14 | -6 | -3
COCCNC(=O)c1ccc(NS(=O)(=O)c2cc(C)ccc2C)cc1 | -2 | -26 | -3 | -2.9 | 5 | -0.8 | 10 | 1 | -2
COc1cc2c(cc1OC)C(c1cccc(F)c1)CC(=O)N2 (stereo not drawn) | -1 | 2 | -3 | 0.7 | 1 | 0.5 | 9 | -11 | 4
Cc1occc1C(=O)OCC(=O)Nc1ccc(F)cc1 | 8 | -8 | -1 | -0.7 | 2 | -2.9 | 22 | -1 | 8
CCc1ccc2c(c1)C1(NN=C(c3ccccc3)S1)C(=O)N2 (stereo not drawn) | 17 | 2 | 2 | -1.9 | -8 | -1.5 | 3 | 5 | 6
O=C(N/N=C/c1ccc(F)cc1)c1c(O)c2ccccc2[nH]c1=O | 29 | -2 | 8 | -3.4 | 0 | -2.1 | 3 | -2 | 4
Cc1cc(C)n2nc(SCCOc3ccccc3F)nc2n1 | 4 | 3 | -14 | 0.5 | 0 | 0.4 | 16 | -4 | 3
CC(C(=O)Nc1ccccc1Cl)N(c1ccccc1)S(C)(=O)=O (stereo not drawn) | 13 | -22 | -9 | -0.8 | -4 | 0.6 | -1 | -2 | 6
CCn1c(C(=O)O)c(S(=O)(=O)c2ccc(Cl)cc2)c2ccccc21 | 18 | -5 | 4 | -2.1 | 1 | -2.9 | 14 | -10 | /
Cc1nn(-c2ccccc2)c2c1C(O)n1c(nc3ccccc31)S2 (stereo not drawn) | -17 | 4 | 3 | -0.4 | 1 | -0.2 | 6 | -9 | 0
CC1(C(=O)O)CCC(C(=O)Nc2ccc(OC(F)(F)Cl)cc2)C1(C)C (stereo not drawn) | 19 | -4 | 3 | -1.0 | 3 | -2.5 | -5 | -12 | 5
COc1cc2c(C(=O)N3CCN(C)CC3)c(C)oc2cc1Br | -5 | -7 | -3 | -2.0 | 1 | -1.9 | 27 | -2 | 6

3 compounds drawn at random from the list so far, as already listed:
SMILES | CRFR2-BP antag | pCIP destab | NS3 helicase inh | IMP-1 inh | IDE cell activ | VIM-2 inhibitor | SUMO HTRF inh | GalR3 antag | IDE cell inh
CCn1c(=N)n(CC(=O)c2ccco2)c2ccccc21 | -7 | 3 | -6 | -2.8 | 5 | -1.2 | 5 | -2 | 5
O=C(N/N=C/c1ccc(F)cc1)c1c(O)c2ccccc2[nH]c1=O | 29 | -2 | 8 | -3.4 | 0 | -2.1 | 3 | -2 | 4
Cc1cc(C)n2nc(SCCOc3ccccc3F)nc2n1 | 4 | 3 | -14 | 0.5 | 0 | 0.4 | 16 | -4 | 3

Additional entries follow.
SMILES | CRFR2-BP antag | pCIP destab | NS3 helicase inh | IMP-1 inh | IDE cell activ | VIM-2 inhibitor | SUMO HTRF inh | GalR3 antag | IDE cell inh
Cc1nc(SCC(=O)NCc2ccc(F)cc2)c2c(=O)n(C)c(=O)n(C)c2n1 | 2 | -1 | 1 | -0.6 | -2 | 0.9 | -5 | / | 4
Cc1ccc(C(C)C)c(OCC(=O)c2c(O)c3ccccc3oc2=O)c1 | 24 | / | 34 | 0.0 | 7 | 2.0 | / | 0 | -5
CC(C)(C)NC(=O)NC(=O)CSc1ccc(S(=O)(=O)N2CCOCC2)cn1 | -8 | / | / | / | 3 | / | / | -5 | 1
CC(C)C(=O)Nc1ccc(C(=O)N2CCN(C(=O)c3ccco3)CC2)cc1 | / | 2 | 1 | -4.0 | / | -2.3 | 6 | / | /
CCCCn1c(N)c(N(CCOC)C(=O)c2ccc(Br)o2)c(=O)[nH]c1=O | -1 | / | / | / | 7 | / | / | -1 | 2
O=C(NCCc1ccc(F)cc1)c1cc2ccccc2oc1=O | -1 | -16 | 0 | -1.4 | -1 | 0.3 | 7 | 1 | -2
CCOC(=O)C1=C(COC(=O)/C=C/c2ccc([N+](=O)[O-])cc2)NC(=O)NC1C (stereo not drawn) | 7 | / | / | / | 0 | / | / | -4 | -3
O=C(CCC(=O)N1CCc2ccccc21)Nc1ccccc1 | -6 | -12 | 3 | -2.0 | 6 | 0.8 | 19 | -4 | 3
O=C1CCC(C(=O)N(Cc2ccco2)C2(C(=O)NC3CCCC3)CCCCC2)N1 (stereo not drawn) | -13 | -12 | 2 | -1.1 | 1 | -1.6 | 9 | / | 1
